# PI4K2A block = blocks human PI4K2A kinase activity. activity change, negative = inhibition, % at 76.9 µM. Q9BTU6. purified PI4K2A, ADP-Glo luminescence, 1 h; hits give low values. actives 0.13% (n = 420,000); in the data active means activity change below about -50%; inconclusive means mostly about -30% to -49%;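 further: -100% = wells without enzyme as full effect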
#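 In this quantitative HTS, ADP production by PI4K2A was quantified luminescently after 1 h at ambient temperature; 100 microM adenosine served as plate-quality control.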
# HP1b binding inh = blocks HP1-beta chromodomain binding to methylated histone tails | AlphaScreen HP1-beta / biotin-H3K9me3 peptide binding | Potency, µM (top dose mostly 114 µM), without a hit: top-dose activity change, negative = inhibition, usual class: inhibitors | AID 540317 | actives 0.56% (n = 390,000) | P83916; further: potency means the concentration at half of the fitted maximal effect; nearly all actives have a fitted effect of over 70% in size; inactives centre near 23
#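 HP1-beta protein (50 nM final) preincubated 30 min at room temperature with biotinylated H3(1-18)K9me3 peptide (50 nM) in PBS pH 7.4, 0.01% Tween-20, then compound added for 30 min. AlphaScreen streptavidin donor/nickel chelate acceptor beads (10 ug/mL final), 30 min dark, luminescence read.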
# G9a block = blocks human histone lysine methyltransferase G9a. G9a H3K9 monomethylation, AlphaScreen, 2 h. actives 8.8% (n = 350,000). Potency, µM (series often up to 102 µM), for the others: top-dose activity, negative = inhibition, hits mostly inhibitors; further: potency means the concentration at half of the fitted maximal effect; on the % scale 0 is the no-effect control and ±100 the full control effect; nearly all actives have a fitted effect of over 75% in size
#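 AlphaScreen read-out: biotin-H3K9 peptide (500 nM) methylation by 20 nM enzyme with 20 uM SAM, 2 h at room temperature after 15 min compound preincubation; anti-monomethyl H3K9 antibody plus donor/acceptor beads, 10 min dark.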
# 12-LOX inh = inhibitors of human 12S-lipoxygenase ALOX12; P18054; purified 12hLO, xylenol orange hydroperoxide absorbance; Potency, µM (doses to about 108 µM), for the others: at the highest dose activity change, negative = inhibition, actives largely listed as inhibitors; actives 1.1% (n = 580,000); AID 1671190; further: potency means the concentration at half of the fitted maximal effect; on the % scale 0 is the no-effect control and ±100 the full control effect
#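 Purified human 12hLO (150 nM final) in 25 mM Hepes, 0.01% Triton X-100, pH 7.0 was preincubated 15 min at room temperature with compound. Then 40 uM arachidonic acid was added, 30 min. Hydroperoxide was read by Fe-XO absorbance ratio 573/405 nm.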
# ERG Ets-DNA blk = ERG Ets/DNA interaction inhibition; AID 624246; actives 0.028% (n = 370,000); Potency, µM (top dose mostly 76.9 µM), for the others: at the highest dose FP activity, negative = inhibition, most hits filed as inhibitors; fluorescence polarization, His-ERG Ets domain / labelled DNA; P11308; active means well fitted inhibition curve with a large enough effect in the polarisation, with a control signal flat; inconclusive means small, poorly fitted or top-dose-only effect, or effect the other way, or a change in a side signal; inactive means no such curve, though single readings can be large or run the other way; the % refers to the polarisation;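 further: polarization taken with two DNA probes labelled with fluorescein and Texas red; potency means the concentration at half of the fitted maximal effect; % of control where 0% means no effect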
#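 His-tagged ERG Ets domain (1 uM in the protein solution; 300mM KCl, 50mM Tris-HCl, 1mM EDTA, 1mM DTT, pH 7.5) received compound, then a probe mix of 5 nM fluorescein-DNA and 100nM Texas-615-DNA. Fluorescence polarization was read for both dyes.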
# GLS inhibitor = inhibitors of human glutaminase (GLS); actives 0.21% (n = 410,000); O94925; GLS enzymatic activity, qHTS titration; Potency, µM (top dose mostly 45.5 µM), without a hit: at the top dose activity change, negative = inhibition, usual class: inhibitors; AID 624170; further: potency means the concentration at half of the fitted maximal effect; on the % scale 0 is the no-effect control and ±100 the full control effect
#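 Assay buffer: 45 mM KH2PO4 pH 8.2, 0.02% Tween-20. hKGA acts on L-glutamine (1 mM solution added); product glutamate is reported by an oxidase/peroxidase Amplex Red coupling, with fluorescence taken at baseline and 30 min.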
# JMJD2A Tudor = inhibitors of human JMJD2A Tudor domain | actives 4.4% (n = 390,000) | AID 504339 | Potency, µM (highest dose often 114 µM), inactives show at the highest dose activity change, negative = inhibition, most hits filed as inhibitors | AlphaScreen JMJD2A-Tudor / H3K4me3 peptide binding; further: potency means the concentration at half of the fitted maximal effect; on the % scale 0 is the no-effect control and ±100 the full control effect; nearly all actives have a fitted effect of over 50% in size
# BAZ2B inh = blocks human BAZ2B. Q9UIF8. AlphaScreen BAZ2B-H3K14Ac peptide displacement. Potency, µM (doses to about 114 µM), for inactives: at the highest dose activity change, negative = inhibition, actives largely listed as inhibitors. actives 4.4% (n = 360,000); further: potency means the concentration at half of the fitted maximal effect; on the % scale 0 is the no-effect control and ±100 the full control effect; nearly all actives have a fitted effect of over 60% in size
# Target sequence (Q9UIF8 whole entry, looked up): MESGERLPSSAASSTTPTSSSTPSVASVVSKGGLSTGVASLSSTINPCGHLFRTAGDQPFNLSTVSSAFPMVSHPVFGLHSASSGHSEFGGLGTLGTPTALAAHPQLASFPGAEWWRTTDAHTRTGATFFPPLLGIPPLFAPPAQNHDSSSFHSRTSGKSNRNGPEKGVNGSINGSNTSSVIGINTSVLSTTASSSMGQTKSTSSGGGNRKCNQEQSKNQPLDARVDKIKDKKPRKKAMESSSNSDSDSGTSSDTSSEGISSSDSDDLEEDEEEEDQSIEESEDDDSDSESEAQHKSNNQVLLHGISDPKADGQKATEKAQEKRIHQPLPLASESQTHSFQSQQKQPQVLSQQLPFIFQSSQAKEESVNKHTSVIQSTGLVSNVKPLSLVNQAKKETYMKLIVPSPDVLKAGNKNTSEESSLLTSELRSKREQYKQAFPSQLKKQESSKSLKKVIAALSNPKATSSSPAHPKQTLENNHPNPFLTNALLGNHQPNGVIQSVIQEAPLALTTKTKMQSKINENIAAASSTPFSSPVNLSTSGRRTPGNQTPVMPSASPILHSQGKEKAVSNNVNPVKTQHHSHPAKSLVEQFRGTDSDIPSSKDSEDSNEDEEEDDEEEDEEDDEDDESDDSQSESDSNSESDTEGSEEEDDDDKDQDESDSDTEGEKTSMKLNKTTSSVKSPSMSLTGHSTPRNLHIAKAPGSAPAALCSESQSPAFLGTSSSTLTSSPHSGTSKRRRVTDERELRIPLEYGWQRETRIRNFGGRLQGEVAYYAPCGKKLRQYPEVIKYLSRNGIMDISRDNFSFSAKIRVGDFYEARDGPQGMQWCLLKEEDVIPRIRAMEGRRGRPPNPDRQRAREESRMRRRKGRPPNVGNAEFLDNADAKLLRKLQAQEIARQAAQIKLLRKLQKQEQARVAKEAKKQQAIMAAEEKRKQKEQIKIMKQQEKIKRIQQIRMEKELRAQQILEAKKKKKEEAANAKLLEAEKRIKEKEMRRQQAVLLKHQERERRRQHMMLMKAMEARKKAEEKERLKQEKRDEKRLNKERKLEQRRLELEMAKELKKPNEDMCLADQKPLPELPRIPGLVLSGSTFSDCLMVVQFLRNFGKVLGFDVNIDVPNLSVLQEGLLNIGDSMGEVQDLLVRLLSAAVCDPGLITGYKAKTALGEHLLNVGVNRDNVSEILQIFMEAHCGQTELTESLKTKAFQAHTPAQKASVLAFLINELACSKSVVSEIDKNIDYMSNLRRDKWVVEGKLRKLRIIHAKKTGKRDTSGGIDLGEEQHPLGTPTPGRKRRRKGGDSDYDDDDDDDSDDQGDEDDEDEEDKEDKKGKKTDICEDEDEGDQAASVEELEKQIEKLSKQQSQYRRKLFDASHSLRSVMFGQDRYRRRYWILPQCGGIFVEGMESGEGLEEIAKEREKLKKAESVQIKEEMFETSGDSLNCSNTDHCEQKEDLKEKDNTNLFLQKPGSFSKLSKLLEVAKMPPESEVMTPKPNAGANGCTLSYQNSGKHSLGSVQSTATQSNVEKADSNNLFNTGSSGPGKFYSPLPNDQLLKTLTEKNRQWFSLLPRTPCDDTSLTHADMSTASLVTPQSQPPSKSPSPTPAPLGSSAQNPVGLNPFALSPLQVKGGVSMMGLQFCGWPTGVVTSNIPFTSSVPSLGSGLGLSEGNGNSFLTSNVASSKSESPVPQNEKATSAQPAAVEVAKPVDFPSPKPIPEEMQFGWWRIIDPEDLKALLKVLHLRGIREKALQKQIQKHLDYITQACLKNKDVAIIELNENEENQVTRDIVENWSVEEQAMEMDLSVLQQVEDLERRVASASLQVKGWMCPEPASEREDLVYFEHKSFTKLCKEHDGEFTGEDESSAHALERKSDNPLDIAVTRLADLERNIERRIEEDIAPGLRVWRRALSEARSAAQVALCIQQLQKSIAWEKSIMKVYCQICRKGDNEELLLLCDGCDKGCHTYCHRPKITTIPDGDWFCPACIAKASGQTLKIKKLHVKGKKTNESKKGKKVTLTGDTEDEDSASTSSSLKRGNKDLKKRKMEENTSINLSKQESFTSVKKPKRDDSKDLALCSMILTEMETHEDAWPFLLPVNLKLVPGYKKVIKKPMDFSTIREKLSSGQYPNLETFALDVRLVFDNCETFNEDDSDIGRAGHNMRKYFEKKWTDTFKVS
#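 AlphaScreen displacement: compounds (up to 110uM) incubated 30 min at room temperature with a preformed 50 nM BAZ2B/50 nM biotinylated H3K14Ac peptide complex in PBS pH 7.4 with Tween-20. Donor and acceptor beads at 10 ug/mL final added, 20 min light-protected before reading.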
# RGS4 inh = human RGS4 inhibition. P49798. AID 504845. Potency, µM (series often up to 114 µM), inactives show top-dose activity change, negative = inhibition, hits mostly inhibitors. Transcreener GDP fluorescence polarization, RGS4-accelerated GTP hydrolysis. actives 0.039% (n = 390,000); further: potency means the concentration at half of the fitted maximal effect; on the % scale 0 is the no-effect control and ±100 the full control effect; nearly all actives have a fitted effect of over 75% in size; some results filed as inactive show a strong effect at the top dose
#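 MLSMR compounds (23 nl, pin-transferred) preincubated 10 min at room temperature with a 500nM (2x) first reagent, then RGS4 at 900nM (2x) plus Transcreener GDP mix added; fluorescence polarization (620/688 nm) read before and after 90 min at 30 °C.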
# Active calls of the source: *; ? = inconclusive; · = no result given; & = joins results of further samples; [ ] = dose if it differs, or a comment. Unless noted, the call rests on the fitted dose curve; in most records, active means well fitted curve in the direction sought with a large enough effect; inconclusive means small, poorly fitted or top-dose-only effect, or another doubt; inactive means no such curve, though single readings can be large; an effect the other way counts as inactive or inconclusive. The list is partial; the hit share may differ from the screen's.
item | Molecule | BAZ2B inh | JMJD2A Tudor | HP1b binding inh | GLS inhibitor | 12-LOX inh
1 | COc1ccc(CC2(C)OC(c3ccc(C)c([N+](=O)[O-])c3)=NN2C(C)=O)cc1 (stereo unspecified) | -37% | 79µM* | 71µM* | -3% | -8%
2 | CCC(/C=N/NC(=O)C1COc2ccccc2O1)CC (stereo unspecified) | -4% | -16% | 17% | 5% | 21%
3 | CCNc1nc(Oc2ccc(=O)[nH]n2)nc(SC)n1 | 4% | 2% | 36% | 4% | -20%
4 | Oc1ccccc1/C=N/Nc1nc2ccccc2o1 | -2% | -24% | 31% | -14% | -6%
5 | CCOC(=O)CC1C(=O)NCCN1C(=O)c1ccc(Cl)cc1 (stereo unspecified) | -2% | -4% | 27% | 17% | 46%[activator]
6 | O=C1CCCN1CCCNC(=S)Nc1ccc(F)cc1 | -4% | -2% | 16% | -2% | 1%
7 | CN(CCNC(=O)c1c[nH]c2c1ccc1ccccc12)CCNC(=O)c1c[nH]c2c1ccc1ccccc12 | · | ? | ? | 2% | ?
8 | COc1cccc(-c2nc(N)nc(SC)c2C#N)c1 | 3% | -13% | -2% | 2% | 84%[activator]
9 | COc1ccc(CCN2C(=O)c3cccc4cccc(c34)C2=O)cc1OC | 8% | -8% | 27% | -7% | 12%
10 | CCCCn1c(N)c(N(CCC(C)C)C(=O)COC(=O)c2ccc3ccccc3c2)c(=O)[nH]c1=O | 36%[activator] | ? | 15% | 1% | -5%
11 | Cc1ccccc1NC(=O)c1ccc(CN2CCC(Cc3ccccc3)CC2)cc1 | -16%[57.1 µM] | -19% | 10% | 0% | -25%
12 | COc1cc(C2C(=O)N(C3CCCCCC3)CC(=O)N2Cc2ccccc2)ccc1OC(C)C (stereo unspecified) | -8% | -17% | 14% | 6% | -15%

item | RGS4 inh | G9a block | ERG Ets-DNA blk | PI4K2A block
1 | ? | ? | 13% | 4
2 | 36% | 3% | 3% | 0
3 | ? | -4%[59 µM] | -5% | -9
4 | -15% | · | 7% | -3
5 | 22% | -4% | 13% | -4
6 | -21% | · | -4% | -1
7 | ? | · | · | -3
8 | 4% | 20% | -9% | 2
9 | -18% | 12% | -7% | -5
10 | 10% | -20% | 6% | -4
11 | -17% | -6% | -9% | -2
12 | 10% | 1%[59 µM] | 7% | 9

# Following part:
item | Molecule | BAZ2B inh | JMJD2A Tudor | HP1b binding inh | GLS inhibitor | 12-LOX inh
13 | COc1ccc2nc(C)cc(N3CCN(c4ccccc4)CC3)c2c1 | ? | ? | -10% | 8% | -7%
14 | CCc1cccc(CC)c1-n1c(SCC(=O)N2CCCc3ccccc32)nc(O)cc1=O | · | -23% | 10% | ? | -10%
15 | CC(C)(C)c1ccc(C(=O)NCCC(=O)N2CCC3(CC2)NCCc2[nH]cnc23)cc1 | ? | -23% | 16% | 1% | -26%
16 | CCSc1ncc(Cl)c(C(=O)N(Cc2ccccc2)Cc2ccco2)n1 | 24% | 2% | 55%[activator] | -9% | -9%
17 | Cc1ccc(-c2nc3ccc(Cl)cc3c(=O)n2O)cc1 | -37% | -13% | 15%[57 µM] | -4% | -10%
18 | CC(=C\C(=O)O)/C(=C\c1cccc2ccccc12)C(=O)O | 2% | 5% | 49%[activator] | 0% | -1%
19 | COCCN(CCOC)c1nc(-c2ccc([N+](=O)[O-])cc2)nc2ccccc12 | -12% | 2% | 2% | -6% | -6%
20 | Cc1ccc(-c2nnc(SCc3ccccc3F)o2)cc1 | 189%[activator] | 72%[activator] | 77%[activator] | 2% | -12%
21 | CC(=O)NC12CC3CC(C1)CC(C(=O)OCC(=O)NC(=O)c1cccn1C)(C3)C2 | -4% | -16% | 40%[activator] | -3% | 5%
22 | CC(=O)Nc1cccc(Nc2nc(-c3ccccc3F)nc3ccccc23)c1 | 1% | -12% | 38% | 4% | -1%
23 | CCCc1cnc2c(c1SCC(=O)Nc1cccc(C)c1C)c(=O)n(C)c(=O)n2C | 3% | -25% | 30% | -13% | -6%
24 | COc1ccc(C(=O)CSc2nc3[nH]ncc3c(=O)[nH]2)cc1 | -4% | -12% | 19% | 13% | -13%

item | RGS4 inh | G9a block | ERG Ets-DNA blk | PI4K2A block
13 | -21% | ? | 17% | 1
14 | -53% | · | 1% | -6
15 | 9% | ? | 9% | -19
16 | -8% | 17%[59 µM] | 1% | -6
17 | 9% | -13%[2.33 µM] | 3% | 0
18 | -20% | 7% | 12% | 0
19 | -3% | ? | -8% | 1
20 | -43% | 2%[12.7 µM] | -5% | 1
21 | 1% | 20%[59 µM] | 4% | 1
22 | -4% | 5% | -5% | 1
23 | 1% | -4%[59 µM] | -2% | -1
24 | 8% | 25% | -2% | -5

# (cont.)
item | Molecule | BAZ2B inh | JMJD2A Tudor | HP1b binding inh | GLS inhibitor | 12-LOX inh
25 | CCn1c(SCC(N)=O)nc2c1c(=O)n(C)c(=O)n2C | -2% | -1% | 12% | -1% | -13%
26 | CCCCc1cc2ccccc2c(OCCN(C)C)n1 | -36% | -32% | 21% | -2% | -7%
27 | O=C(c1ccccc1)c1cccn1CC(=O)N1CCc2ccccc2C1 | -3% | -14% | 23% | -5% | -14%
28 | O=C(c1ccc(Cl)cc1)[C@@H]1[C@@H]2C(=O)N(c3cccc4ccccc34)C(=O)[C@@H]2C2c3ccccc3C=NN21 (stereo partly specified) | -6% | ? | 0% | 9% | -1%
29 | O=C(CNC(=O)c1ccc2c(c1)OCCO2)N=Nc1c(O)[nH]c2ccccc12 | -12% | -5% | 60%[activator] | 8% | -18%
30 | Cc1cccc(C)c1NC(=O)CNC(=O)c1ccc2nc[nH]c2c1 | -5% | -19% | -11% | 2% | -1%
31 | CC(=O)NCC(=O)N(C)C(C(=O)Nc1ccc2c(c1)OCCO2)c1ccc(C)cc1 (stereo unspecified) | -10% | -9% | 51%[activator] | 4% | 13%
32 | CCOC(=O)c1sc(NC(=O)c2cc(S(=O)(=O)N3CCOCC3)ccc2C)nc1C | -10% | -31% | 3% | -2% | 4%
33 | CCOc1ccc(NC(=O)C2CC=CCC2C(=O)O)cc1 (stereo unspecified) | -7% | -6% | 25% | 3% | -9%
34 | CCn1c(=S)sc2c(=O)n(-c3ccccc3)c(=S)[nH]c21 | -1% | -18% | 3% | 1% | -10%
35 | CCSc1ccccc1C(=O)Nc1ccc2c(c1)OCO2 | -20% | -18% | 30% | -1% | ?
36 | CCOC(=O)c1c(C)[nH]c(C)c1S(=O)(=O)N(C)CC(=O)N(C)Cc1ccccc1 | -17% | -8% | 40%[activator] | -16% | 1%

item | RGS4 inh | G9a block | ERG Ets-DNA blk | PI4K2A block
25 | 3% | 18%[12.7 µM] | -5% | 0
26 | -8% | 1%[21.5 µM] | 9% | -9&-1
27 | 0% | -3% | 6% | 2
28 | 25%[11.4 µM] | 20µM* | 5% | 4
29 | -31%[56.9 µM] | 12% | -5% | -4
30 | 5% | -44% | 4% | -2
31 | -19% | -4%[59 µM] | 18% | 0
32 | -2% | -32%[12.7 µM] | -2% | 13
33 | 0% | -4%[59 µM] | -21% | 1
34 | -17% | 10µM* | 4% | 1
35 | -16% | 4µM* | -1% | -6
36 | 12% | -33% | 14% | -5

# The list continues:
item | Molecule | BAZ2B inh | JMJD2A Tudor | HP1b binding inh | GLS inhibitor | 12-LOX inh
37 | Cc1ccccc1CSc1nnc(Cn2c(=O)sc3ccccc32)n1C | -3% | -12% | 46%[activator] | 1% | 306%[activator]
38 | CC(=O)Nc1cccc(OCC(=O)Nc2cccc(S(=O)(=O)N3CCCC3)c2)c1 | -4% | -11% | 24% | -13% | -1%
39 | CC(C)(C)c1cc[n+](-c2[nH]c(=O)sc2/C=N/NC(=O)c2ccccc2[O-])cc1 | -12% | -26% | 9% | 22% | 4%
40 | Cc1ccc(Nc2cc(C)nc3c(C)cccc23)cc1 | 3% | -18% | 35% | -1% | -19%
41 | COc1ccc(C)cc1NC(=O)c1ccc(NS(=O)(=O)c2c(C)noc2C)cc1 | -15% | -11%&-31% | 40%&1%[activator] | 10%&11% | -7%&-23%
42 | C/C(=N\Nc1cc(Cl)nc(C)n1)c1ccccc1 | 1% | -10% | 43% | 7% | 3%
43 | Cc1ccc(OCC(COCc2ccccc2)NC(C)C)cc1 (stereo unspecified) | · | 1.4µM* | ? | 2% | ?

item | RGS4 inh | G9a block | ERG Ets-DNA blk | PI4K2A block
37 | -7% | 2%[59 µM] | 13% | 1
38 | 19% | ? | -4% | -2
39 | -50% | 79µM* | -19% | 5
40 | 5% | -1% | 6% | -10
41 | 0%&-20% | -18% | 17%&-3% | -8&1
42 | 3% | 11%[0.501 µM] | -2% | 0
43 | 24% | · | 0% | -1

# From PubChem BioAssay
